LRH-1 inv ag – LRH-1 (NR5A2) inverse agonists, primary screen, cell-based, luminescence, HEK293T, StAR-luciferase reporter; Nuclear receptor subfamily 5 group A member 2 (Homo sapiens), O00482; LRH-1 transfected, 24 h; inhibition, % at 3.6 µM; 360,000 compounds, 0.13% hits; AID 602396, 2012;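 active = inhibition above the mean inhibition of all tested compounds plus 3 SD, cut at about 73% in these data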;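 note: 0% = DMSO wells and 100% = reporter-only cells lacking LRH-1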
Target sequence (O00482 whole entry, looked up): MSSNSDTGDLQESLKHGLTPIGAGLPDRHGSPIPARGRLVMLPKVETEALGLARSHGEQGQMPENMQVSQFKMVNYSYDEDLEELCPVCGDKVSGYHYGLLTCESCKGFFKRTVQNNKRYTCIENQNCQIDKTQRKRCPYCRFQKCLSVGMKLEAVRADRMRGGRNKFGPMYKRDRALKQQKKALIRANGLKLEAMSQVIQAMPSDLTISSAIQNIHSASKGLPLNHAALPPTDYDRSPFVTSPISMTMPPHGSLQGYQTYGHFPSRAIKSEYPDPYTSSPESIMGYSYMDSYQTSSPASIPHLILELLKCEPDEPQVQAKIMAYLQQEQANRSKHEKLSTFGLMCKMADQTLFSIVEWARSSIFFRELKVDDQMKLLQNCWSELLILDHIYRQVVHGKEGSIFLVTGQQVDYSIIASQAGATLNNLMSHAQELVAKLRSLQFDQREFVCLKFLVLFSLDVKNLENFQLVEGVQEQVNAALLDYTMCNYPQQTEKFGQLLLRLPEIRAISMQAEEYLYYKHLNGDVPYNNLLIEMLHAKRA
TWEAK Fn14 block – inhibitors of TWEAK-Fn14 signaling, primary screen, luciferase reporter cells, uHTS; inhibition, % at 10 µM; TWEAK-stimulated Fn14 reporter cells, luciferase luminescence, 8 h; 360,000 compounds, 2% hits; in the data active = inhibition above about 50%
LMP1 NFkB inh – EBV LMP1-driven NF-kappaB luciferase reporter inhibitors, primary screen, cell-based, luminescence, single point | AID 504558, 2011 | LMP1-induced NF-kappaB luciferase reporter cells | inhibition, % at 12.5 µM | 350,000 compounds, 0.69% hits; in the data active = inhibition above about 41%;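 note: 0% = neutral control wells and 100% = reference inhibitor control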
C8 TRAIL sens – viability loss with TRAIL in NB7+C8 cells, primary screen, TRAIL sensitizer project, cell-based, ATPlite luminescence; inhibition (viability loss, TRAIL sensitization), % at 10 µM; 360,000 compounds, 1% hits; AID 624354, 2012;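 active = compounds causing at least 50% loss of cell viability in the single-dose screen, relative to plate controls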
TLR9-MyD88 inh – inhibitors of TLR9-MyD88 association in cells, primary screen, cell-based, CHO, BLA complementation, fluorescence | CCF4 FRET ratio | AID 504734, 2011 | inhibition, % at 4.98 µM | Toll-like receptor 9 (Homo sapiens) + Myeloid differentiation primary response protein … | 340,000 compounds, 0.21% hits;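 active = inhibition above the mean over all tested compounds plus 3 SD, cut at about 21% in these data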;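 note: 0% = DMSO only wells and 100% = clavulanate BLA inhibitor control wells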
NCOA1 inh – SRC1 coactivator transcriptional activity inhibitors, primary screen, cell-based, luminescence | Nuclear receptor coactivator 1 (Homo sapiens), Q15788 | HEK293 GAL4-SRC1 luciferase reporter | inhibition, % at 3.6 µM | 360,000 compounds, 0.12% hits;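 active = inhibition above the campaign mean plus 3 SD, with each screening campaign given its own cutoff, cut at about 60% in these data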;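 note: 0% = DMSO treated cells and 100% = gossypol at 36 µM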
NOD2-RIPK2 inh – NOD2-RIPK2 binding disruptors in cells, primary screen, fluorescence, CHO cells, BLA complementation. CCF4 ratio. inhibition, % at 4.98 µM. 360,000 compounds, 0.38% hits; in the data active = inhibition above about 21%;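 note: 0% = vehicle only and 100% = reference blocker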
Target sequence (O43353 whole entry, looked up): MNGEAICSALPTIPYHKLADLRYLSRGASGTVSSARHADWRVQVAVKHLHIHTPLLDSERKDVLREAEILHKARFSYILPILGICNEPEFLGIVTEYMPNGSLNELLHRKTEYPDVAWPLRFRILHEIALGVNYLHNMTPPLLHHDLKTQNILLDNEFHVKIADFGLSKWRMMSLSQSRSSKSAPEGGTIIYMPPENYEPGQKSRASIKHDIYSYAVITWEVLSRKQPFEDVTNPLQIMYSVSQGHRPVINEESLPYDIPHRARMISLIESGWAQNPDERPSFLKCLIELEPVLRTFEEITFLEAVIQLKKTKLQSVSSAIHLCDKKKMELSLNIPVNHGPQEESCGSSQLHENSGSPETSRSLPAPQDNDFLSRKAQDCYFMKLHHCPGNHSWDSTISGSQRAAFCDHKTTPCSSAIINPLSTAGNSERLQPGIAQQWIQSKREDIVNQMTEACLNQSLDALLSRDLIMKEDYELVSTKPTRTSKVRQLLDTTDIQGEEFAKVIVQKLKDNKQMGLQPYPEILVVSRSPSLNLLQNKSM
NR2F2 inh – NR2F2 transcriptional activity inhibitors, primary screen, cell-based, luciferase reporter, HEK293T, luminescence. AID 686940, 2013. HEK293T NGFI-A luciferase reporter. inhibition, % at 8.6 µM. 370,000 compounds, 0.7% hits. COUP transcription factor 2 (Homo sapiens), P24468;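 active = inhibition above a per-plate cutoff, mean inhibition of test wells between control levels plus 3 SD, cut at about 38% in these data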;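 note: cells cotransfected with COUP-TFII expression vector driving the NGFI-A reporter; 0% = median of COUP-TF2 test wells and 100% = reporter-only cells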
SRC2 inh – inhibition of GAL4-SRC2 driven luciferase reporter, primary screen, SRC2 inhibitor project, cell-based, luminescence. inhibition, % at 9 µM. HEK293 GAL4-SRC2 luciferase reporter. 370,000 compounds, 0.17% hits. Nuclear receptor coactivator 2 (Homo sapiens), Q15596;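 active = inhibition above the mean inhibition of all tested compounds plus 3 SD, set per campaign, cut at about 52% in these data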;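 note: 0% = DMSO treated cells and 100% = cells given Gossypol at 36 µM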
NCOA3 inh – SRC3 coactivator transcriptional activity inhibitors, primary screen, cell-based, luminescence; HEK293 GAL4-SRC3 luciferase reporter; inhibition, % at 3.6 µM; 360,000 compounds, 0.17% hits; AID 588352, 2011;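 active = inhibition above a per-campaign cutoff, the mean of all compounds plus 3 SD, cut at about 60% in these data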;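 note: 0% = DMSO-treated cells and 100% = gossypol-treated cells at 36 µM; higher means less SRC3-driven luciferase light from the GAL4 reporter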
TROY NFkB inh – inhibitors of TROY-driven NF-kB signaling, primary screen, Q293 LMP1-TROYcd cells, NF-kB luciferase, uHTS; inhibition, % at 10 µM; Q293 LMP1-TROYcd NF-kB luciferase reporter, 4 h; 360,000 compounds, 0.98% hits;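 active = compounds whose plate-normalised and pattern-corrected inhibition of the luciferase reporter signal at the single screening dose is 50% or more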
Starred values were filed as active, the others as inactive; · = no result given. A portion of the library. The share of hits here may be higher or lower than overall.

SMILES | LRH-1 inv ag | TWEAK Fn14 block | LMP1 NFkB inh | C8 TRAIL sens | TLR9-MyD88 inh | NCOA1 inh | NOD2-RIPK2 inh | NR2F2 inh | SRC2 inh | NCOA3 inh | TROY NFkB inh
C/C(CC(=O)Nc1cc(Cl)ccc1Cl)=N\NC(=O)c1ccccc1Br | -7 | -10 | -2 | -15 | -11 | -8 | -6 | -13 | -9 | 8 | 5
COc1cccc(CNC(=O)C2CCN(S(=O)(=O)c3ccc4c(c3)C(C)(C)C(=O)N4C)CC2)c1 | -8 | 8 | · | -9 | · | -3 | -7 | 9 | 2 | 9 | 9
COc1ccc(/C=N/NS(=O)(=O)c2ccc(C)cc2)cc1 | -5 | -3 | 6 | 3 | -2 | 15 | -2 | -1 | 9 | -10 | 3
CCOC(=O)c1cccc(NC(=S)N2CCN(c3ncc4c(=O)c(C(=O)O)cn(CC)c4n3)CC2)c1 | 1 | 22 | -5 | 0 | -19 | 9 | -5 | 0 | 11 | -7 | 29
O=C(CCCCCn1c(=S)[nH]c2ccc(N3CCOCC3)cc2c1=O)NCc1ccccc1Cl | 19 | 8 | 17 | 5 | -2 | -12 | 10 | -1 | 18 | 18 | -18
CC(O)[C@H]1CNC(=O)C(=O)N1CCC12CC3CC(CC(C3)C1)C2 (stereo partly drawn) | -2 | 5 | 2 | -9 | -4 | 9 | -6 | 7 | -7 | -13 | -4
Cc1nnc(N2CCCC(C(=O)Nc3cc(F)ccc3F)C2)c2nn(-c3ccccc3)c(C)c12 (stereo not drawn) | 17 | 39 | 55* | 25 | -3 | 1 | -2 | · | · | 28 | 53*
O=C(OCc1cn([C@@H]2CN(CC3CCCCC3)[C@@H](c3ccc(Cl)cc3)C[C@H]2O)nn1)c1ccccc1 | 1 | 1 | 7 | 1 | 1 | 6 | -1 | -8 | -42 | -10 | -2
CCCCNc1ncnc2c1cnn2-c1ccc(Cl)cc1 | -158 | 38 | -37 | 29 | 5 | -95 | 4 | -49 | -13 | -132 | -36
CCCOc1ccc(CNC(=S)NCc2ccc(OC(C)C)cc2)cc1 | -4 | -4 | -4 | -13 | -10 | 3 | 0 | 2 | 7 | 26 | 10
O=C(NC(Cc1ccccc1)C(=O)O)/C(=C\c1ccc(F)cc1)NC(=O)c1ccco1 (stereo not drawn) | -9 | 16 | -12 | 8 | 5 | -5 | -6 | 8 | -11 | 2 | -3
O=C(Cc1ccccc1)N[C@@H]1c2ccccc2CC[C@@H]1OCc1ccccc1 | 26 | 16 | -5 | -4 | -3 | 16 | -1 | -1 | -9 | -28 | -3
COCC1CCCCN1Cc1cn[nH]c1-c1ccc2cc(OC)ccc2c1 (stereo not drawn) | -26 | -17 | 0 | 1 | -7 | -21 | -10 | -15 | -25 | -9 | -30
O=C(NCCOc1ccc(Cl)cc1)c1ccc2c(c1)OCCO2 | -95 | 6 | -26 | -10 | -19 | -66 | -5 | -27 | -32 | -49 | -59
COc1cc2c(cc1OC)CN(S(=O)(=O)c1ccccc1F)CC2 | -25 | 8 | 5 | -7 | -4 | 2 | -14 | 4 | 10 | -15 | -1
Cc1ccc(-n2c(SCC(=O)NCCC3=CCCCC3)nc3n[nH]c(C)c3c2=N)cc1Cl | -18 | -17 | -4 | 33 | 2 | 10 | -7 | 9 | -6 | 1 | -32
COc1ccc(-n2c(CNc3ccc(C)cc3)nnc2SCc2ccccc2)cc1 | -18 | 11 | 1 | -12 | 2 | -2 | -2 | 3 | 14 | -1 | -15
COC(=O)Cc1cc(=O)oc2c(C)c(O)ccc12 | -14 | -6 | 4 | -5 | 22* | -19 | 33* | 15 | -7 | 21 | 11
C/C(=N/NC(=O)c1ccc2c(c1)OCO2)c1ccc(NC(=O)C(F)(F)F)cc1 | -76 | -30 | -9 | -1 | 0 | -61 | 5 | -34 | -37 | -20 | -45
CCOc1cc(/C=N/NC(=O)Cn2nc([N+](=O)[O-])cc2C)cc(Br)c1OCc1ccccc1C | 9 | -32 | -32 | 26 | -6 | 5 | 1 | 2 | -11 | 7 | 10
Cc1cc2cc(CN(Cc3nnnn3C3CCCCC3)CC3CCCO3)c(=O)[nH]c2cc1C (stereo not drawn) | 14 | -2 | -9 | -7 | 0 | -9 | -6 | 4 | 10 | -3 | 2
CCn1c(CNC(=O)c2ccccc2OC)nnc1SCC(=O)c1ccc(F)cc1 | -8 | 15 | -3 | -7 | -5 | -17 | -4 | 2 | 3 | -2 | -11
O=C(NNC(=O)c1ccc(Oc2ccc(C3SCCS3)cc2)o1)c1ccc(Cl)cc1 | 3 | -51 | -1 | -10 | 6 | 1 | -4 | 4 | 16 | 20 | 20
O=Cc1ccc(O)c(O)c1 | 11 | 9 | -16 | 15 | 2 | -2 | -15 | 13 | -1 | -30 | -21
O=C(Nc1nnc(-c2ccc(Cl)cc2)o1)c1ccccc1Br | -37 | -37 | 8 | 17 | 1 | -19 | 1 | -23 | -6 | -18 | -74

Laid out differently: results already given
smiles,LRH-1 inv ag,TWEAK Fn14 block,LMP1 NFkB inh,C8 TRAIL sens,TLR9-MyD88 inh,NCOA1 inh,NOD2-RIPK2 inh,NR2F2 inh,SRC2 inh,NCOA3 inh,TROY NFkB inh
COC(=O)Cc1cc(=O)oc2c(C)c(O)ccc12,-14,-6,4,-5,22*,-19,33*,15,-7,21,11
C/C(=N/NC(=O)c1ccc2c(c1)OCO2)c1ccc(NC(=O)C(F)(F)F)cc1,-76,-30,-9,-1,0,-61,5,-34,-37,-20,-45
CCOc1cc(/C=N/NC(=O)Cn2nc([N+](=O)[O-])cc2C)cc(Br)c1OCc1ccccc1C,9,-32,-32,26,-6,5,1,2,-11,7,10

(more compounds)
SMILES | LRH-1 inv ag | TWEAK Fn14 block | LMP1 NFkB inh | C8 TRAIL sens | TLR9-MyD88 inh | NCOA1 inh | NOD2-RIPK2 inh | NR2F2 inh | SRC2 inh | NCOA3 inh | TROY NFkB inh
CCOc1ccc(N(CC(=O)Nc2ccc(OC)cc2)S(=O)(=O)c2c(C)[nH]c(=O)[nH]c2=O)cc1 | -10 | -13 | -8 | 0 | -9 | -2 | 5 | 7 | 8 | 6 | -24
COc1ccccc1-c1nnc(SCC(=O)NNC(=O)c2ccccc2F)n1C | 8 | 8 | 7 | -18 | -7 | -7 | -3 | -2 | 9 | -4 | 13
COc1ccc(NC(=O)CSc2nncs2)cc1OC | 1 | 4 | 1 | 4 | -4 | -1 | 10 | 8 | -15 | 22 | -27
CCc1nc(NC(=O)c2sc(C)nc2C)sc1C(=O)OC | -29 | 18 | · | -4 | -2 | -14 | -6 | -27 | 3 | -12 | 11
CCOC(=O)c1c(C)[nH]c(C(=O)C(C)OC(=O)c2ccc(NC(=O)CC#N)cc2)c1C (stereo not drawn) | -27 | 0 | 6 | 6 | -15 | -14 | -9 | 1 | -4 | -4 | 5
CCc1nn(CCCC(=O)NCc2cc(Br)ccc2OC)c(=O)c2cc3occc3n12 | -46 | 14 | 11 | 4 | -11 | 8 | -6 | 5 | -22 | 11 | 14
CC1CCN(c2ccc(/C=C(\C#N)c3nn(-c4ccccc4)c(N)c3C#N)cc2[N+](=O)[O-])CC1 | 23 | -3 | 13 | 0 | 10 | 20 | 3 | -9 | -9 | -2 | 5
CC(=O)N(c1ccc(N(C(C)=O)S(=O)(=O)c2cccs2)cc1)S(=O)(=O)c1cccs1 | 6 | -2 | -1 | -6 | 1 | 14 | -17 | 11 | 16 | 27 | -17
Cc1cc(C)c(C2=NOC3C4CCC(C4)C23)c(C)c1 (stereo not drawn) | 5 | -10 | 9 | 14 | 5 | 12 | -5 | 11 | 8 | 9 | 3
C[C@]12CC[C@@H]3c4ccc(OC(=O)c5ccccc5)cc4CC[C@H]3[C@@H]1CC[C@@H]2O | 20 | -20 | 4 | 15 | 1 | -2 | 1 | 2 | -9 | 6 | 41
COc1ccc(Br)cc1/C=N/NC(=O)Cn1nnnc1N | 1 | 1 | 0 | -12 | -6 | -8 | 2 | 5 | 11 | 12 | 18
COc1ccc(N2CCN(C(=O)C3CCN(S(=O)(=O)c4cccs4)CC3)CC2)cc1 | -2 | -6 | -8 | -4 | -9 | -5 | -12 | 10 | -6 | -2 | 7
CCOC(=O)CSc1n[nH]c(-c2ccco2)n1 | -6 | 9 | -5 | -8 | -7 | 10 | 4 | -8 | -5 | 5 | -10
COc1ccccc1C(=O)NC(=O)COC(=O)CNC(=O)c1ccc(Cl)c([N+](=O)[O-])c1 | 13 | 8 | -2 | 9 | 3 | -18 | -4 | 4 | 7 | -5 | -20
Cc1ccc2nc(SCC(=O)N3CCCC3)nc(=O)n2c1 | 5 | -7 | 10 | 2 | 6 | -20 | -7 | 1 | -16 | 12 | 0
Cc1ccc(S(=O)(=O)N=N/C=C2\C=CC=CN2O)cc1 | -8 | 6 | -3 | -1 | 2 | -6 | -6 | 2 | -1 | -8 | -4
CCOC(=O)/C(=N/Nc1ccc(OC)cc1)Sc1nnc(CCc2ccccc2)n1-c1ccccc1 | -7 | 51* | 6 | 2 | 2 | 7 | 8 | 8 | 17 | 7 | 68*
C[C@@H](c1ccccc1)N1C[C@@H](COCc2ccccc2)Oc2cc(N3CCC[C@H]3CO)ccc2S1(=O)=O | -10 | 8 | · | 16 | · | · | -14 | 4 | 0 | · | -1
CCOC(=O)C1CCN(c2nc(N)c3c(N)nc(SCC(=O)O)cc3c2C#N)CC1 | -25 | 9 | 1 | -13 | 4 | 11 | -11 | -1 | 9 | 6 | -17
Cc1cc(C(=O)O/N=C(\N)c2ccncc2)ccc1[N+](=O)[O-] | -70 | 1 | -27 | 16 | 5 | -79 | -7 | -10 | -34 | -73 | -19
CC(=O)NCCC(=O)Nc1ccc(C)c(F)c1 | 5 | -18 | 17 | 9 | -9 | -1 | -7 | -17 | -29 | 2 | 3
CCN1CCN(c2ncnc3c2cnn3-c2ccccc2)CC1 | -65 | -15 | -27 | 6 | 9 | -96 | -7 | -38 | -28 | -66 | -63
CCOc1ccc(OCC)c(NC(=O)C2CCN(c3nn4c(=O)cc(C)nc4s3)CC2)c1 | -4 | 10 | 7 | 67* | 4 | -11 | -8 | · | · | -1 | ·
COc1cc(OC)c(C2C(C#N)=C(N)OC3=C2C(=O)CC(C)(C)C3)cc1OC (stereo not drawn) | 18 | 4 | 3 | 19 | 0 | 7 | 1 | -9 | -4 | 17 | -10
CN(C)S(=O)(=O)c1ccc(C(=O)Nc2nc3ccccc3[nH]2)cc1 | -156 | -5 | -3 | 11 | 3 | -64 | 7 | -5 | -44 | -44 | -58
CC(C)(CO)NC(=O)c1ccc2c(c1)C(=O)c1ccccc1-2 | -111 | -10 | -15 | -15 | -6 | -63 | -5 | -48 | -42 | -87 | -33

Compound activity deposited in PubChem by several laboratories.
